# Screening data (PubChem BioAssay)
# aGal spleen mod: inhibitors or activators of human alpha-galactosidase in spleen homogenate; P06280; human spleen homogenate, 4MU-alpha-Gal fluorescence, 40 min; Potency, µM (highest dose often 80 µM), without a hit: top-dose activity change, negative = inhibition, most hits filed as inhibitors; hit rate 0.008% among 240,000;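 also: 0% = enzyme with vehicle and -100% = no enzyme basal signal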
# Target sequence (P06280 32-429 limits assumed): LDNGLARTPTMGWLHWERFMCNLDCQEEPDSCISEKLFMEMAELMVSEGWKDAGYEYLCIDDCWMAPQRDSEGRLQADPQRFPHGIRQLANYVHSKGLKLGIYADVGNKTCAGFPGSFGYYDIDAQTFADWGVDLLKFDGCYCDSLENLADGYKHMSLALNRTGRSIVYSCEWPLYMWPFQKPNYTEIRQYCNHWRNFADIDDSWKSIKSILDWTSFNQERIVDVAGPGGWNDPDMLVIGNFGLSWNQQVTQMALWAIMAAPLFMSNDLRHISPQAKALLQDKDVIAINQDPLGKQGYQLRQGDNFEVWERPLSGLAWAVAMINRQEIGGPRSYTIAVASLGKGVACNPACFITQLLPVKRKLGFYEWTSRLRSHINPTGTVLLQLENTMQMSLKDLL
#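 Human spleen homogenate (1 ug) as enzyme source, 4-methylumbelliferyl-alpha-D-galactopyranoside 1 mM final, citrate/phosphate pH 5.0 with 0.01% Tween-20. Compounds 40 min at 37C, NaOH/glycine stop; fluorescence Ex 365/Em 440, Hill-fit AC50.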
# Tau FP inhib: blocks human tau fibril formation measured by polarization | P10636 | K18 P301L tau heparin fibrillization, Alexa594 FP, 6 h | Potency, µM (series often up to 57.7 µM), without a hit: top-dose activity, negative = inhibition, hits mostly inhibitors | hit rate 0.39% among 280,000 | AID 1468; also: % is scaled to controls: 0 for no effect and ±100 for the full control effect; nearly all actives have a fitted effect of over 55% in size
# Target sequence (P10636 561-689 P618L limits assumed): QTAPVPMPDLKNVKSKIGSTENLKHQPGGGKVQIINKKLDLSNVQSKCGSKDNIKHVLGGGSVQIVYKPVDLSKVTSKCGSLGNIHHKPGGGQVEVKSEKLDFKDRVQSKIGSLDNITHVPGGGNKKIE
#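 Steps: dispense K18 P301L tau (15 uM plus 0.24 uM Alexa 594 tracer, final) in pH 7 sodium acetate; add compound; add heparin (20 uM final); incubate 6 hr, 37 C; add ThT (30 uM final); after 1 hr ambient, read FP.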
# GAA glycogen: alters human alpha-glucosidase cleavage of glycogen; P10253; recombinant GAA, glycogen substrate, Amplex Red glucose oxidase fluorescence; Potency, µM (series often up to 76.4 µM), without a hit: at the highest dose activity change, negative = inhibition, usual class: inhibitors; hit rate 0.38% among 300,000; AID 2100;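 also: 0% = full enzyme reaction and -100% = no-enzyme basal signal; the screen sought inhibitors and activators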
#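 Recombinant human enzyme (4 nM); glycogen substrate; 37 C, 40 min, pH 5.0. Readout: coupled glucose oxidase/Amplex Red fluorescence.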
# HTT cytoprotect: Huntington cell model cytoprotection by ATP luminescence; PC12 HTT-Q103 induced, cytoprotection, ATP luminescence, 40 h; Potency, µM (doses to about 56.4 µM), for the others: cytoprotection (ATP increase), actives largely listed as activators; hit rate 0.14% among 230,000; AID 1471;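 also: % of control where 0% means no effect; nearly all actives have a fitted effect of over 45% in size; toxic huntingtin expression switched on by the ecdysone agonist tebufenozide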
#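 Quantitative HTS on tebufenozide-induced (100 nM) PC12 cells expressing HTTQ103 exon 1–GFP; compounds tested as a concentration series; survival measured via cellular ATP.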
# Tau fluor counter: counter-screen for tau fibril formation inhibitors | Potency, µM (series often up to 57.7 µM), inactives show top-dose activity change, negative = decrease | hit rate 0.93% among 280,000 | tau K18 P301L Alexa594 fluorescence, heparin fibrillization; also: % is scaled to controls: 0 for no effect and ±100 for the full control effect; nearly all actives have a fitted effect of over 55% in size
#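 Human tau K18 P301L (15 uM unlabeled, 0.24 uM Alexa 594-labeled) in 100 mM sodium acetate pH 7 with 20 uM heparin, 6 hr at 37 C. ThT 30 uM added, 1 hr ambient; Alexa 594 FP and total fluorescence read at 555/632 nm.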
# Tau fibril ThT: blocks human tau fibril formation measured by thioflavin T. hit rate 2.1% among 270,000. P10636. Potency, µM (highest dose often 57.4 µM), for inactives: at the highest dose activity, negative = inhibition, actives largely listed as inhibitors. recombinant tau K18 P301L (four-repeat tau fragment), heparin-induced fibrillization, ThT fluorescence; also: % is scaled to controls: 0 for no effect and ±100 for the full control effect; nearly all actives have a fitted effect of over 55% in size
#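 Aggregation was driven by heparin (20 uM final) acting on recombinant tau […] bearing P301L in 100 mM sodium acetate pH 7; fibrils were detected with Thioflavin T.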
# aGlu spleen mod: inhibitors or activators of human alpha-glucosidase in spleen homogenate | human spleen homogenate, 4-MU-alpha-glucoside fluorescence | hit rate 0.006% among 240,000 | AID 2112 | Potency, µM (highest dose often 79.9 µM), for the others: top-dose activity change, negative = inhibition, hits mostly inhibitors;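 also: 0% = enzyme with vehicle and -100% = no enzyme basal signal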
#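 Human spleen homogenate (1 ug) incubated with compounds and 1 mM 4-methylumbelliferyl-alpha-D-glucopyranoside in pH 5.0 citrate/phosphate buffer, 37 C, 40 min. Stopped at pH 10; 4-MU fluorescence (Ex 365/Em 440 nm); AC50 by Hill fit.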
# GAA inhib: blocks human lysosomal alpha-glucosidase. purified human GAA, 4-MU-alpha-glucoside fluorescence. Potency, µM (doses to about 76.9 µM), for the others: top-dose activity change, negative = inhibition, hits mostly inhibitors. P10253. hit rate 0.005% among 200,000. AID 1466;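 also: plate controls were uninhibited enzyme wells for no effect and no-enzyme background for full effect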
#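 Activity normalized between no-enzyme (basal) and enzyme-only wells. Conditions: 4 nM human enzyme, 400 uM fluorogenic substrate, citrate/phosphate pH 5.0 with Tween-20, 20 min room temperature, compounds up to 77 uM.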
# Active calls of the source: *; ? = inconclusive; · = not tested or not shown; & = joins results of further samples; [ ] = another dose, or the depositor's remark. Calls follow the shape of the dose curve; as a rule, active = well fitted curve in the direction sought with a large enough effect; inconclusive = small, poorly fitted or top-dose-only effect, or another doubt; inactive = no such curve, though single readings can be large; an effect the other way counts as inactive or inconclusive. Potency is read from the fitted curve at half-maximal effect.
SMILES,aGal spleen mod,Tau FP inhib,GAA glycogen,HTT cytoprotect,Tau fluor counter,Tau fibril ThT,aGlu spleen mod,GAA inhib
O=C(COc1ccc(Cl)cc1)Nc1ccc(-c2nc3cc(Cl)ccc3o2)c(O)c1,·,?,9%[76.3 µM],·,?,?,·,·
Cn1c(CN2CCCC2)nc2cc(NC(=O)Nc3ccccc3)ccc21,-12%,16%,-13%,-5%,-10%,-6%,-7%,-10%
CCN(CC)C(=O)COc1ccc2c(c1)C(=O)CC(C)(C)O2,?,8%,4%,-32%[inhibitor],-7%,-7%,10%,?
CCCCCCCCc1nc(SC(C)C(=O)O)n[nH]1 (configuration not stated),1%,-1%,-1%,-44%[inhibitor],-3%,-2%,-6%,3%
COc1ccc(CCNC(=O)c2c(C)noc2C)cc1,-10%,-6%,2%,1%,-8%,-7%,-26%,-1%
CC(NC(=O)c1ccc(Cl)c(Cl)c1)c1ccc(-c2ccccc2)cc1 (configuration not stated),2%,-11%,-2%,18%[10 µM],-19%,-1%,-2%,·
CC(=O)c1cccc(NC(=O)C(C)N2CCc3ccccc3C2)c1 (configuration not stated),0%,1%,1%,8%[10 µM],-13%,-11%,3%,·
CC(C)(C)c1ccc(OCC(=O)N2CCC(c3nc4ccccc4s3)CC2)cc1,·,10%,2%[76.3 µM],·,2%,-14%,·,·
Cc1nn(Cc2ccccc2)c(C)c1NC(=O)c1cccs1,-1%,4%,6%,13%[10 µM],5%,8%,-1%,-7%
O=C(CCN1C(=O)COc2ccccc21)NCCCN1CCN(c2ccccc2F)CC1,6%,-1%,5%,-34%,-3%,-2%,-2%,0%
NC(=O)C1(N2CCCCC2)CCN(C(=O)NC23CC4CC(CC(C4)C2)C3)CC1,-8%,1%,3%,9%,1%,-3%,1%,0%
CCN(CC)S(=O)(=O)c1cc(C(=O)Nc2cccnc2)ccc1Cl,2%,10%,5%,-56%[inhibitor][10 µM],1%,0%,1%,2%
CCOC(=O)CCSCC(=O)Nc1cc(C)on1,6%,4%,-12%,-12%,-16%,-9%,3%,-8%
COc1ccc(C2=NOC(C(=O)NCCCn3ccnc3)C2)cc1 (configuration not stated),0%,-2%,0%,-5%,1%,-5%,2%,-7%
COc1ccc(C(=O)N2CCOC23CCN(c2ncccn2)CC3)cc1,-4%,7%,22%,-16%,2%,-3%,1%,7%
O=C1C(=O)N(CCN2CCOCC2)C(c2ccccn2)/C1=C(/O)c1ccccc1 (configuration not stated),-10%,-10%,-21%,-36%,-13%,?,5%,-4%
CC(C)N(C(=O)c1ccc(-c2ccccc2F)cc1)C(C)C,-3%,1%,0%,-11%[10 µM],-11%,-10%,-12%,-4%
c1ccc2c(c1)nc1n2CCS1,7%,4%,-5%,-1%,-8%,-10%,-6%,1%
Cc1cccc(-n2[nH]c3c4c(ccc3c2=O)C(=O)c2ccccc2C4=O)c1,6%,10%,-4%,-12%[10 µM],?,?,-7%,-4%
O=C(NCc1cccnc1)C(C(=O)c1ccc(F)cc1)n1ccccc1=O (configuration not stated),0%,-1%,1%,-19%[10 µM],-10%,-14%,0%,-4%
Cc1ccc(/C=N/NC(=O)CN2CCN(S(=O)(=O)c3ccc(Br)cc3)CC2)s1,-7%,0%,-23%,18%[10 µM],-22%,?,-3%,?
O=C(CSc1nncn1-c1ccccc1)c1c[nH]c2ccccc12,0%,8%,-5%,-41%,-20%,-5%,11%,-4%
CCCCN(CC)CCNC(=O)c1cn(C)c(=O)c2c1c1ccccc1n2C,·,-2%,4%,·,-8%,-8%,·,·
COCCCN1C(=O)C(=O)/C(=C(/O)c2ccccc2)C1c1ccc(N(C)C)cc1 (configuration not stated),-4%,-16%,?,-6%,-14%,-15%,-12%,-5%
Cn1c(=O)n(Cc2ccccc2Cl)c2ccccc21,1%,-5%,-12%,-46%[inhibitor][10 µM],-2%,2%,0%,?
COC(=O)CC1=NN(c2nc3ccccc3s2)C(=O)/C1=C/N(C)C,5%,-3%,-4%,-21%,-6%,-9%,0%,-2%
CN1c2ccccc2C(C)(C)C12CCCC(=O)N2 (configuration not stated),9%,-2%,1%,0%,-24%,?,-3%,-5%
CC(OC(=O)c1snc(C(=O)NC2CCCCC2)c1N)C(=O)NC(C)(C)C (configuration not stated),11%,-6%,-11%,1%[10 µM],-6%,-7%,2%,?
COC(=O)CSc1cc([N+](=O)[O-])ccc1NC(=O)OC,35µM*,4%,5%,-22%,0%,-6%,-24%,?
COc1ccc2[nH]c(C(=O)NCCc3ccccc3)cc2c1,-3%,-3%,-1%,3%[10 µM],-21%,?,-3%,13%[15.4 µM]

# Nothing new here: entries from further up.
SMILES,aGal spleen mod,Tau FP inhib,GAA glycogen,HTT cytoprotect,Tau fluor counter,Tau fibril ThT,aGlu spleen mod,GAA inhib
Cc1ccc(/C=N/NC(=O)CN2CCN(S(=O)(=O)c3ccc(Br)cc3)CC2)s1,-7%,0%,-23%,18%[10 µM],-22%,?,-3%,?
O=C(CSc1nncn1-c1ccccc1)c1c[nH]c2ccccc12,0%,8%,-5%,-41%,-20%,-5%,11%,-4%

# (next part)
SMILES,aGal spleen mod,Tau FP inhib,GAA glycogen,HTT cytoprotect,Tau fluor counter,Tau fibril ThT,aGlu spleen mod,GAA inhib
Cc1ccc(S(=O)(=O)NNC(=O)CCCCC(=O)NNS(=O)(=O)c2ccc(C)cc2)cc1,-4%,-9%,12%,·,3%,5%,-12%,7%
C[C@@H]1CC[C@@]2(O[C@H](CCO)C[C@@H](O)[C@@H]2O)O1,-3%,6%,7%,·,-3%,3%,3%,4%
O=C(Cc1cn2ccsc2n1)OCc1ccccc1,-11%,-5%,8%,-3%[10 µM],-8%,-4%,-3%,-6%
O=C(COc1ccccc1)NC1CCS(=O)(=O)C1 (configuration not stated),6%,-1%,21%,·,2%,2%,1%,9%
CCOC(=O)C1=NOC(C(=O)NN(C)c2ncc(C(F)(F)F)cc2Cl)C1 (configuration not stated),8%,1%,-3%,-9%[10 µM],8%,6%,4%,-1%
Cc1ccc(CNC(C)c2ccccc2)s1 (configuration not stated),·,-11%,7%[76.3 µM],·,-13%,-4%,·,·
COc1ccc(-c2cc(C(=O)O)c3c(C)nn(-c4ccccn4)c3n2)cc1,5%,1%,1%,-17%,0%,-4%,-3%,2%
O=C(N1CCOCC1)N1CCN(C(c2ccccc2)c2ccccc2)CC1,10%,1%,5%,-1%,0%,-4%,-6%,-2%
COc1cc(/C=C2/C(=O)NN(c3cccc(C)c3)C2=O)ccc1OC(=O)c1ccco1,-2%,?,?,6%[10 µM],?,?,-7%,6%
Cn1c(N)c(C(=O)COC(=O)CN2C(=O)c3ccccc3C2=O)c(=O)n(C)c1=O,3%,4%,7%,-7%[1.9 µM],3%,2%,-1%,6%
COc1ccccc1-c1nnc(NC(=O)c2cccc(N3C(=O)CCC3=O)c2)o1,-1%,-3%,3%,14%[10 µM],7%,7%,-6%,-14%
C=CCSc1ncc(CO)n1Cc1ccccc1,0%,4%,3%,-29%,4%,-2%,3%,4%
CC1(C)Cc2ccccc2/C(=C/C(=O)N2CCCCCC2)N1,8%,9%,-8%,-7%,-16%,?,-3%,-19%
O=c1ccc(-c2nc3ccccc3n2Cc2ccccc2Cl)c[nH]1,0%,-1%,10%,-57%[inhibitor],-7%,-13%,-20%,-3%
COc1ccc(C(=O)OC(C(=O)c2ccc(C)cc2)c2ccccc2)cc1 (configuration not stated),5%,-6%,-4%,0%,-17%,13%,-2%,-13%
NC(=O)NCc1ccccc1,7%&-3%,4%&6%,3%,-29%,-3%&6%,7%&0%,9%&0%,·
O=C(Nc1ccc(C(F)(F)F)cc1)c1cnc(N2CCN(c3ccccn3)CC2)c2ccccc12,-9%,-5%,2%,-12%,-13%,-4%,-1%,?
O=C(NCCCCCCNC(=O)ON=C1CCCCC1)ON=C1CCCCC1,14%&1%&-4%,2%&-9%,·,?,-22%&-3%,-25%&-10%,-3%&-8%&-2%,·
CCOCCCNC(=S)N1CCC(NC(=O)C2CCCCC2)CC1,0%,-7%,-1%,-35%[inhibitor],-5%,-2%,0%,6%
CN(C)/C=C(\C#N)C(=O)N/N=C(\CC(=O)C(F)(F)F)c1ccco1,-3%,-4%,4%,-23%,7%,-2%,-3%,?

# Whole records, looked up by structure. Order of values: aGal spleen mod, Tau FP inhib, GAA glycogen, HTT cytoprotect, Tau fluor counter, Tau fibril ThT, aGlu spleen mod, GAA inhib
# Profile of Cc1ccc(S(=O)(=O)NNC(=O)CCCCC(=O)NNS(=O)(=O)c2ccc(C)cc2)cc1 → -4%, -9%, 12%, ·, 3%, 5%, -12%, 7%
# Profile of CCCCN(CC)CCNC(=O)c1cn(C)c(=O)c2c1c1ccccc1n2C → ·, -2%, 4%, ·, -8%, -8%, ·, ·
# Profile of CC(C)N(C(=O)c1ccc(-c2ccccc2F)cc1)C(C)C → -3%, 1%, 0%, -11%[10 µM], -11%, -10%, -12%, -4%
# Profile of O=C(CCN1C(=O)COc2ccccc21)NCCCN1CCN(c2ccccc2F)CC1 → 6%, -1%, 5%, -34%, -3%, -2%, -2%, 0%
# Profile of NC(=O)NCc1ccccc1 → 7%&-3%, 4%&6%, 3%, -29%, -3%&6%, 7%&0%, 9%&0%, ·

# Additional records follow.
SMILES,aGal spleen mod,Tau FP inhib,GAA glycogen,HTT cytoprotect,Tau fluor counter,Tau fibril ThT,aGlu spleen mod,GAA inhib
CCOC(=O)c1c(N)sc2c(O)c(Br)ccc12,-4%,6%,?,-8%,?,?,1%,?
Cc1ccc(-n2c(C)cc(/C=N/Nc3ccc([N+](=O)[O-])cn3)c2C)cc1,3%,6%,5%,-13%,?,2µM*,-2%,0%
Cc1cccc(N(C)C(=O)CCS(=O)(=O)c2cccc3nonc23)c1,9%,3%,1%,6%,0%,1%,5%,-6%
Fc1ccc(Nc2ccnc(Nc3ccc(F)cc3)n2)cc1,-2%,?,-5%,·,?,?,1%,1%
Cc1cc(C(=O)Nn2c(-c3ccncc3)nc3ccccc3c2=O)ccc1[N+](=O)[O-],-1%,-2%,6%,-12%,-6%,-2%,0%,5%
CSc1cc(/C=N/O)c(SC)s1,5%,-7%,3%,21%[10 µM],-17%,-13%,1%,0%
Cc1cc(C(=O)NCc2cccnc2)cs1,6%,2%,0%,4%,-4%,-8%,0%,-3%

# Rows are unselected; about 3.3% have a hit in one of these screens.
